From PubChem BioAssay
Large T inhibition: SV40 large T antigen inhibitors, biochemical (AID 1903). 0.39% of 310,000 active. SV40 large T antigen ATPase/helicase inhibition assay; higher % means a stronger effect. one-dose inhibition, % at 20 µM; IC50 in µM for titrated hits; in the data active = a potency from the dose series; inconclusive = inhibition mostly from about 32% at the one dose, without a potency; inactive = the rest, 99 in 100 with inhibition below about 32%; also: strong numbers were not always called active
Dengue-2 NS5 capping: flavivirus cap methylation enzyme inhibition – biochemical, confirmation dose response, primary screen (AID 588689); Dengue-2 NS5 methyltransferase capping enzyme assay, biochemical; higher % means a stronger effect; 0.3% of 340,000 active; inhibition, % at 25 µM; hits with a dose series show IC50 in µM; in the data active = a potency from the dose series; inconclusive = inhibition above about 29% without an active follow-up result
Rac1 GTP hydrolysis: MgcRacGAP GTPase-activating activity inhibitors, confirmation, biochemical, ADP Hunter fluorescence | MgcRacGAP-stimulated Rac1 GTP hydrolysis, ADP Hunter fluorescence; higher % means a stronger effect; GST-tagged Rac1 F28L mutant substrate | one-dose inhibition, % at 30 µM; IC50 in µM for titrated hits | 0.6% of 340,000 active;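 active = first-screen hits whose inhibition reached a set limit at any dose in the follow-up dose series; inconclusive = inhibition above the set first-screen limit but never retested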;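 also: fluorescence reports GDP produced by GAP-driven GTP hydrolysis; strong numbers were not always called active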
K1F lysis inhibition: protection from phage-mediated lysis, alamar blue read-out – E. coli UTI89, K1F phage, bacterial capsule biogenesis inhibitors (AID 488966) | inhibition, % at 100 µM, or IC50 in µM where a hit was titrated | E. coli UTI89 K1F phage lysis, alamar blue, 2 h; higher % means a stronger effect | 0.02% of 340,000 active;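 active = phage lysis inhibition, versus mean bacterial control, above a set limit; inconclusive = no clear call, values can overlap the other calls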;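 also: capsule biogenesis inhibitors block K1F phage lysis so surviving cells raise fluorescence; higher fluorescence means more inhibition of phage lysis; actives were called in the ten point dose series up to 300 µM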
PhoP inhibition: inhibitors of PhoP regulon expression, primary screen, Salmonella Typhimurium, GFP reporter (AID 1863); S. Typhimurium PhoP-regulated promoter GFP reporter, 4 h; higher % means a stronger effect; inhibition, % at 50 µM, or IC50 in µM where a hit was titrated; 0.16% of 300,000 active;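 active = inhibition over 29.93%, a cutoff 3 SD above the screen mean, later confirmed by dose response; inconclusive = inhibition over 29.93% but no dose response follow-up; inactive = inhibition at most 29.93% or unconfirmed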;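 also: 0% = low Mg2+ inducing control and 100% = high Mg2+ repressing control; strong numbers were not always called active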
RSV antiviral HEp-2: inhibition of RSV-induced cytopathic effect – HEp-2 cells, primary 10 µM value included (AID 2391); HEp-2 cells, RSV-induced CPE inhibition; higher % means a stronger effect; CPE inhibition, % at 10 µM; hits with a dose series show IC50 in µM; 0.13% of 310,000 active; in the data active = a potency from the dose series; inconclusive = CPE inhibition mostly from about 23% at the one dose, without a potency; inactive = the rest, 99 in 100 with CPE inhibition below about 21%; also: strong numbers were not always called active
NTR1 agonist: NTR1-driven beta-arrestin-GFP spot formation – imaging, U2OS cells, high content, primary screen (AID 493036); P30989; agonist mode; 0.17% of 330,000 active; activation, % at 20 µM;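 active = activation at or above 40% of the spot to cytoplasm intensity ratio, with at least 20 cells analyzed; inconclusive = wells under 20 cells, flagged as cytotoxic or low count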;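 also: 0% = DMSO without peptide and 100% = 100 nM NTR1 peptide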
Target sequence (P30989 whole entry, looked up): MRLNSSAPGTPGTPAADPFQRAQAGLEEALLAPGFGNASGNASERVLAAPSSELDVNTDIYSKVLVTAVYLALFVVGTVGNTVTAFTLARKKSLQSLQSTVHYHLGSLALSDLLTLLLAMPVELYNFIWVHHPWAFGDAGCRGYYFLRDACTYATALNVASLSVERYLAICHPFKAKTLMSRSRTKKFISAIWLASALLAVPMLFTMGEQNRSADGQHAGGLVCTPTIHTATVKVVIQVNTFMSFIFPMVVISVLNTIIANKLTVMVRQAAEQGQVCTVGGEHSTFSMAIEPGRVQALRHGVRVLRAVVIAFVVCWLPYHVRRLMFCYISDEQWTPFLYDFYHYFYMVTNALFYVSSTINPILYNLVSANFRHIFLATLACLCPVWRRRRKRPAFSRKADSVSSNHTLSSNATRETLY
T cell HTS: modulates CD8 T cell binding to vesicles; AID 2052; 0.068% of 330,000 active; 2C CD8+ T cell-vesicle binding, flow cytometry; active compounds read low; calls only at 7 µM;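 active = response, share of CD8 T cells binding vesicles, and their 90th percentile fluorescence all below set limits, cut at about 80% in these data, passing the limit was not always enough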
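Incubation: binding step 1.5 h, 37 °C, antibody labelling 20 min, ice; system: murine 2C transgenic CD8+ T lymphocytes; technique: cytometric PE anti-B7-1 and Alexa647 anti-CD8 signals after 1% paraformaldehyde fixation; also added: QL9-charged Drosophila Ld/ICAM-1/B7-1 vesicles; control set: naked versus QL9-loaded vesicles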
West Nile virus CPE: inhibition of WNV-induced cytopathic effect – cell-based, CPE readout (AID 1621) | West Nile virus-infected cells, CPE inhibition; higher % means a stronger effect | one-dose CPE inhibition, % at 10 µM; IC50 in µM for titrated hits | 0.02% of 290,000 active; in the data active = a potency from the dose series; inconclusive = CPE inhibition mostly from about 3.7% at the one dose, without a potency; inactive = the rest, 99 in 100 with CPE inhibition below about 2.2%; also: strong numbers were not always called active
T cell HTS vesicle-bound %: also measured in T cell HTS; calls as there; double positive events, %; measured here: CD8+ vesicle-bound cell fraction;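 binding gate set so that unloaded-vesicle control wells show 10% double positive cells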
NTR1 agonist cell count 20 µM: second read-out of NTR1 agonist, no call of its own (marks repeat the call); cell count; measured here: cell count, cytotoxicity flag
Dengue-2 NS5 capping pilot replicate: further read-out of Dengue-2 NS5 capping, marked with its call; inhibition, %; measured here: pilot screen replicate inhibition
Active calls of the source: *; i = inactive; ? = inconclusive; . = no result given; [ ] = another dose, or the depositor's remark.

The first 2 records as a preview:
SMILES | Large T inhibition | Dengue-2 NS5 capping | Rac1 GTP hydrolysis | K1F lysis inhibition | PhoP inhibition | RSV antiviral HEp-2 | NTR1 agonist | NTR1 agonist cell count 20 µM | T cell HTS | T cell HTS vesicle-bound % | West Nile virus CPE | others
O=C(Nc1ccccc1)c1c(F)c(F)c(F)c(F)c1F | 16% | -3% | -1% | 5.8% | 9% | -0.2% | -1.2 | 52 | i | 33 | -0.5%
COC(=O)Cc1c(O)ccn(CCc2ccc(S(N)(=O)=O)cc2)c1=O | 9% | -4% | 3% | 0.2% | 14% | -1.5% | -1.6 | 72 | i | 6 | 0.6%

Results, from the start:
SMILES | Large T inhibition | Dengue-2 NS5 capping | Rac1 GTP hydrolysis | K1F lysis inhibition | PhoP inhibition | RSV antiviral HEp-2 | NTR1 agonist | NTR1 agonist cell count 20 µM | T cell HTS | T cell HTS vesicle-bound % | West Nile virus CPE | others
O=C(Nc1ccccc1)c1c(F)c(F)c(F)c(F)c1F | 16% | -3% | -1% | 5.8% | 9% | -0.2% | -1.2 | 52 | i | 33 | -0.5%
COC(=O)Cc1c(O)ccn(CCc2ccc(S(N)(=O)=O)cc2)c1=O | 9% | -4% | 3% | 0.2% | 14% | -1.5% | -1.6 | 72 | i | 6 | 0.6%
CCOc1ccc(CC(=NCCO)C2=C(O)CC(C)(C)CC2=O)cc1OCC | 15% | -4% | 2% | 8.2% | -4% | 0.9% | -0.2 | 55 | i | 50 | 0.0%
CCC(C)(C)C1CCc2[nH]nc(C(=O)NCCNC(=O)OC(C)(C)C)c2C1 (stereo not given) | 11% | 4% | 6% | 1.2% | 2% | -2.6% | 10 | 102 | i | 25 | .
CN(/N=C/c1cccc(Br)c1)C1=NS(=O)(=O)c2ccccc21 | 5% | -5% | 13% | 3.7%[50 µM] | -6% | 2.9% | 8.1 | 98 | i | 10 | -0.6%
COc1cccc(N2CCN(C(=O)c3ccc4nc(N5CCCCC5)sc4c3)CC2)c1 | 11% | 1% | 15% | 7.1% | 1% | 1.3% | 7.5 | 59 | i | 66 | -0.8%
CC1(C)CC(=O)c2cnc(NC(=O)CCc3ccccc3)nc2C1 | 5% | -2% | 7% | 1.8% | 5% | 0.2% | -4.4 | 77 | i | 48 | 0.4%
O=C(NNC(=S)Nc1ccccc1)C1CC1 | 11% | -3% | 10% | -0.2% | 12% | 0.9% | -0.8 | 60 | i | 26 | -0.7%
CCC(NC(=O)c1ccccc1NC(=O)c1ccc(OC)cc1)C(=O)N1CCCC1 (stereo not given) | 14% | -5% | 10% | 0.0% | -7% | 0.2% | -0.3 | 73 | i | 58 | -0.2%
COc1ccccc1C(c1c(O)nc(SC)[nH]c1=O)c1c(O)nc(SC)[nH]c1=O | 15% | 0% | 12% | 1.3% | . | -2.4% | -0.6 | 52 | i | 29 | .
O=C1C=C(c2cc(Cl)cc(Cl)c2)C[C@@H](c2ccc3c(c2)OCO3)C1 | . | 0% | 1% | -0.2% | . | 0.7% | 2.3 | 48 | i | 18 | .
COc1ccc(NC(=O)C(NC(=O)c2ccc(C)cc2)c2ccccc2)cc1 (stereo not given) | 4% | 5% | 11% | 1.9% | -9% | 2.4% | 1.0 | 55 | i | 12 | -0.7%
COc1cc(C(=O)NNC(=O)CNC(=O)C2CCCCC2)ccc1OC(C)C | . | -1% | 1% | 1.6% | . | . | 0.9 | 59 | i | 40 | .
Cc1ccc(C)c(Cc2c(C)nc(C)[nH]c2=O)c1 | 9% | -4% | 8% | 2.4% | -5% | 1.2% | 1.6 | 64 | i | 44 | -0.6%
COc1ccccc1NS(=O)(=O)c1cccc(C(=O)N/N=C(\C)c2cccnc2)c1 | . | -11% | 3% | 0.2%[50 µM] | . | 0.1% | -1.2 | 65 | i | 59 | .
CC(=O)Oc1cccc(/C=c2\sc3nc(-c4ccco4)nn3c2=O)c1 | 8% | 7% | 17% | -0.2% | 2% | 8.3% | -0.4 | 45 | i | 30 | 0.0%
Cc1c(C(=O)Nc2ccc(N3CCOCC3)cc2)cccc1[N+](=O)[O-] | 5% | -4% | 0% | 0.4% | -4% | -0.2% | 0.7 | 59 | i | 59 | 0.5%
CC(C)c1ccc(NC(=O)C2CCCN(S(=O)(=O)c3ccc4c(c3)C(C)(C)C(=O)N4C)C2)cc1 (stereo not given) | . | 0% | 6% | -0.3% | . | 29% | 0.1 | 47 | i | 23 | 1.2%
O=C(c1cc2ccccc2[nH]1)N(Cc1cccnc1)CC1CCCN(C2CCCCC2)C1 (stereo not given) | 4% | -15% | 12% | 0.2% | 0% | -0.9% | -0.7 | 73 | i | 21 | -0.1%
CCC1=C(OC(=O)N(CC)CC)N2C(=O)OC(=NCCc3c[nH]c4ccccc34)[C@]2(Cc2ccccc2)[C@H]2C1=CC[C@H]1C(=O)N(C)C(=O)[C@H]12 | 11% | -4% | 18% | 1.4% | 3% | 6.8% | 4.7 | 86 | i | 9 | -1.7%
CCCCCCCC1(C)NC(=O)N(c2ccccc2)N1 (stereo not given) | -6% | -1% | -3% | -1.4% | 4% | 1.9% | 1.8 | 52 | i | 33 | -0.9%
CCC1CN(C(=O)N2CCC(C(=O)NCCc3ccc(OC)c(OC)c3)CC2)c2ccccc2O1 (stereo not given) | 9% | -2% | 3% | -0.3% | -10% | 0.3% | 1.3 | 63 | i | 9 | 0.6%
CCC1C(=O)Nc2ccccc2N1C(=O)COc1ccccc1 (stereo not given) | 14% | -5% | 10% | -0.1% | -1% | 0.8% | -0.3 | 50 | i | 11 | -0.6%
COc1cc(NC(=O)C(Cc2ccccc2)n2cccc2)cc(OC)c1 (stereo not given) | 7% | -8% | -9% | -0.3% | -5% | 2.7% | 0.3 | 65 | i | 15 | -0.5%
CC(C)C(=O)Nc1ccc(Cc2ccc(NC(=O)C(C)C)c(O)c2)cc1O | 21% | -4% | 4% | 7.6% | 4% | 3.9% | -1.0 | 70 | i | 22 | -0.6%
CCOC(=O)/C(C#N)=C/C1=C(N2CCOCC2)CC(C)(C)OC1 | 21% | -9% | 0% | -0.1% | -9% | -0.6% | -0.8 | 59 | i | 22 | -0.1%
CCCCOc1ccc(/C=N/NC(=S)Nc2cc(C)ccc2C)cc1 | 22% | -2% | 6% | 0.6% | -2% | -1.2% | 3.9 | 92 | i | 0 | 0.3% | Dengue-2 NS5 capping pilot replicate=-1.2
CC(C)c1ccc(NC(=O)COC(=O)[C@@H]2CCCN2C(=O)c2cccs2)cc1 | . | -4% | 4% | 0.2%[50 µM] | . | . | 7.7 | 59 | i | 56 | .
CCN1C(=O)[C@H]2[C@@H](c3ccc(C)cc3)N3C(=O)N(c4ccc(C(F)(F)F)cc4)C(=O)[C@@]3(CC)[C@H]2C1=O | 4% | -7% | -1% | 1.0% | . | 2.9% | 2.2 | 61 | i | 6 | -0.8%
COc1cccc(-n2cnc3sc4c(c3c2=O)CCC4)c1 | . | -6% | 8% | 0.2% | . | 2.1% | 0.2 | 61 | i | 59 | -1.0%
CN(CC(=O)Nc1nc2ccc(F)cc2s1)S(=O)(=O)c1ccc(Cl)cc1 | 4% | 0% | 3% | -0.1% | -15% | 12% | 11 | 51 | i | 10 | -1.0%
CN(C)S(=O)(=O)c1cccc(COC(=O)c2ccc3c(c2)OCO3)c1 | 6% | -10% | 8% | 0.2% | 7% | 1.3% | 0.9 | 61 | i | 60 | -0.1%
Cc1ccc(NC(=O)c2ccc(NS(=O)(=O)c3c(C)noc3C)cc2)cc1C | 1% | 0% | 5% | -0.2% | -12% | ? | -0.5 | 51 | i | 58 | 0.2%
CCOc1cc(N2CCOCC2)c(OCC)cc1NC(=O)CN1CCSC1=O | . | 4% | 6% | 0.3%[50 µM] | . | 0.5% | 0.6 | 56 | i | 4 | .
COCC(N)(c1ccccc1)c1nc2ccccc2n1C (stereo not given) | -3% | -5% | 5% | 0.2% | -9% | -0.4% | 2.6 | 88 | i | 51 | 0.4%
O=C(CCCCC(=O)NCc1cccs1)NCc1cccs1 | -2% | -7% | 7% | 0.5% | -8% | 0.0% | -0.5 | 101 | i | 12 | -0.6%
CNS(=O)(=O)c1ccc(NC(=O)c2cc(-c3ccncc3)nc3ccc(Cl)cc23)cc1 | 1% | -4% | 3% | -0.5%[50 µM] | -6% | 1.4% | 2.2 | 42 | i | 3 | -0.7%
O=C(c1ccc2c(=O)n(-c3ccccc3)c(=S)[nH]c2c1)N1CCCCC1 | 2% | 4% | 0% | 0.1% | -9% | -1.6% | 4.2 | 43 | i | 36 | -1.4%
Cc1noc(C)c1CCC(=O)N1CCCC(N2CCN(c3ccc(F)cc3)CC2)C1 (stereo not given) | 35% | -6% | 7% | 0.1% | -6% | 1.1% | 0.8 | 61 | i | 22 | -0.6%
COc1cccc(OCC(O)CNC(C)c2ccccc2)c1 (stereo not given) | 5% | -2% | 10% | 0.3% | -2% | -0.8% | -0.8 | 46 | i | 34 | 0.5%
O=C(NCc1ccco1)C1CC(c2ccccc2C(F)(F)F)=NO1 (stereo not given) | 8% | -12% | 11% | 1.6% | 2% | 1.2% | -4.2 | 95 | i | 42 | -0.4%
COc1ccccc1N1C(=O)c2cccc3c(N(C)CCO)ccc(c23)C1=O | 8% | ? | 9% | 0.0% | -17% | 0.1% | 0.6 | 83 | i | 46 | -0.7%
O=C(CCCCn1c(=S)[nH]c2ccsc2c1=O)NCc1ccco1 | 11% | -1% | 11% | 0.1% | 8% | -2.0% | 0.9 | 67 | . | . | 0.2%
Cc1cc(C(=O)Nc2ccccc2)c2ccccc2n1 | -3% | -7% | 11% | 0.1% | -5% | 1.4% | -0.2 | 65 | i | 54 | 0.3% | Dengue-2 NS5 capping pilot replicate=-1.2
COc1cc(C(=O)NC(=S)NNC(=O)c2cnccn2)cc(OC)c1OC | 15% | -4% | 10% | 0.1% | 0% | 6.6% | -0.6 | 54 | i | 46 | ?
S=C(Nc1ccccc1)N1N=CCC1c1ccccc1 (stereo not given) | 12% | 6% | 9% | -1.2% | 26% | . | 0.6 | 76 | i | 25 | -0.8%
COc1cccc(-c2nc(SCC(=O)Nc3nc(-c4ccccc4)c(C)s3)[nH]c(=O)c2C#N)c1 | 31% | . | -2% | -0.2% | 0% | -1.5% | 1.4 | 74 | i | 61 | 0.2%
